EPAC2 agonist: agonists of human EPAC2 (RAPGEF4). Q8WZA2. 0.079% of 360,000 active. AID 720711. EPAC2 activation, biochemical qHTS; response scale: 100% = 6.5 mM cAMP response. Potency, µM (titrated, usually from 154 µM), for the others: top-dose activation, most hits filed as activators; note: potency is the fitted concentration of half-maximal effect; nearly all actives have a fitted effect of over 50% in size
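Exchange assay: 100 nM EPAC2 with 250 nM Rap1B-BODIPY-GDP and 50 uM GDP. Fluorescence (ex 480/em 540 nm) read every 5 min for 30 min at room temperature. Data normalized to 6.5 mM cAMP as agonist control.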
CCT modulator: changes cytosolic chaperonin activity | purified chaperonin ATPase assay, HTRF ADP detection, 30 min | activity change, % (concentration not given with the values), hits read low | 0.3% of 360,000 active | AID 651819; in the data active = activity change below about -30%; note: % is set by controls: 0 for no effect and ±100 for the full control effect
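Nucleotide hydrolysis assay: TRiC at 20–40 nM final (set by batch activity) with 10 uM ATP, 30 min at 37 °C, in presence of 76 uM compound. Detection by competitive ADP HTRF, 30 min ambient.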
EPAC1 antag: antagonists of human EPAC1; Potency, µM (highest dose often 115 µM), for inactives: top-dose activity change, negative = inhibition, usual class: inhibitors; EPAC1 GEF assay, Rap1b-BODIPY-GDP exchange fluorescence; O95398; 0.14% of 360,000 active;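 note: potency is the fitted concentration of half-maximal effect; plate controls were vehicle for no effect and positive control for full effect; nearly all actives have a fitted effect of over 50% in size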
IL-2 act: activators of IL-2; IL-2 activation reporter assay, cell-based qHTS; stimulated with anti-CD3/CD4/CD28 beads; in transgenic mouse T cells; activation, % (series mostly up to about 46 µM); 0.065% of 360,000 active; in the data active = activation above about 50%; inconclusive = mostly about 30% to 49%; note: 0% is about no effect
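Screening format: compound pinned onto unstimulated transgenic mouse T cells, 60 min incubation, then anti-CD3/anti-CD4/anti-CD28 bead stimulation for 18 hours at 37 degrees C, followed by EGFP and DsRed detection.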
EPAC1 agonist: EPAC1 (human) agonism | 0.073% of 360,000 active | Potency, µM (highest dose often 154 µM), for the others: at the top dose activation, usual class: activators | AID 720707 | O95398 | EPAC1 agonist qHTS, biochemical assay; response scale: 100% = response to 6.5 mM cAMP; note: potency is the fitted concentration of half-maximal effect; nearly all actives have a fitted effect of over 60% in size
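Read-out is the fluorescence drop as BODIPY-GDP leaves Rap1B (480 nm excitation, 540 nm emission), recorded every 5 minutes over 30 minutes. Reactions held 100 nM EPAC1, 250 nM Rap1B–BODIPY-GDP and 50 uM GDP, with 6.5 mM cAMP setting full activation.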
PLK1 PBD block: inhibitors of human PLK1 polo-box domain binding; P53350; Plk1 PBD binding of FITC phosphopeptide, fluorescence polarization; Potency, µM, for inactives: max response, negative = inhibition, most hits filed as inhibitors; 2.8% of 360,000 active; AID 720504; note: potency is the fitted concentration of half-maximal effect; series mostly up to about 57 µM; % is set by controls: 0 for no effect and ±100 for the full control effect; nearly all actives have a fitted effect of over 65% in size
Target sequence (P53350 whole entry, looked up, the tested form may be a part): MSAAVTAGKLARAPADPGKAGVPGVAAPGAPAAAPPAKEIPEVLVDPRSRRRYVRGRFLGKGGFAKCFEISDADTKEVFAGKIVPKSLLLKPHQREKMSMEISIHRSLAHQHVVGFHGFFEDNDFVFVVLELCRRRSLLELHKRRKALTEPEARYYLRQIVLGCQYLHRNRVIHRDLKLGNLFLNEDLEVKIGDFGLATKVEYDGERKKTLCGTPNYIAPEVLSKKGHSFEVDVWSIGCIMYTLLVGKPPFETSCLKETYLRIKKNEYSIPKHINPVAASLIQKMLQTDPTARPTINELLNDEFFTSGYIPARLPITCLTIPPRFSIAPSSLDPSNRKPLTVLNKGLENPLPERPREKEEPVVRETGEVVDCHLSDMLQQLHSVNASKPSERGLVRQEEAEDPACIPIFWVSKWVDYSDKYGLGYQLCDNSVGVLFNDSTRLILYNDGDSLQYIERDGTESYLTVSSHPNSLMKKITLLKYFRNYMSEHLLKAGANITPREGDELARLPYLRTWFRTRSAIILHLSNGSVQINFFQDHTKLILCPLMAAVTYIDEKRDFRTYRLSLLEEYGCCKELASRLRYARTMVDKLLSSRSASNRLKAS
PI5P4K alpha inh: blocks human PI5P4K alpha kinase activity | PI5P4Kalpha enzyme, ADP-Glo luminescence, 60 min; hits give low values | P48426 | max response, % | AID 652105 | 1.2% of 330,000 active; active = max response of -50% or lower; inconclusive = between -30% and -50%; inactive = -30% or higher; note: value at the top dose of about 77 µM; % is set by controls: 0 for no effect and ±100 for the full control effect
Target sequence (P48426 whole entry, looked up): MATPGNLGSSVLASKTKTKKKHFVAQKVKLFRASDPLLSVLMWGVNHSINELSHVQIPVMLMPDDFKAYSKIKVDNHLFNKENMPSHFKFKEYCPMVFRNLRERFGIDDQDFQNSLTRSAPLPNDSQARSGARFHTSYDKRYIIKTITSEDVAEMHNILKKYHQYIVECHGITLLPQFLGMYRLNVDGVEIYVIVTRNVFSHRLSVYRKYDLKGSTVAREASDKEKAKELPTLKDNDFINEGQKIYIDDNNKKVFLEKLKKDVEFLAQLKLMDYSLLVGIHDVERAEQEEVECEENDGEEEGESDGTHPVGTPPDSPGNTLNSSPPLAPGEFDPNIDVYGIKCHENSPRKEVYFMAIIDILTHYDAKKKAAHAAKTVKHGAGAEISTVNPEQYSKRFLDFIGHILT
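PI5P4Kalpha ADP-Glo assay; 5 microM ATP final; 60 min RT reaction; HEPES pH 7.4/EGTA/CHAPS, 5% DMSO; controls lacking substrate or enzyme; luminescent end-point.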
WRN inhibitor: WRN helicase (human) inhibition. AID 651768. WRN helicase unwinding, fluorescent forked duplex, kinetic. 0.46% of 360,000 active. Potency, µM (top dose mostly 114 µM), for inactives: at the highest dose activity change, negative = inhibition, usual class: inhibitors; note: potency is the fitted concentration of half-maximal effect; % is set by controls: 0 for no effect and ±100 for the full control effect; nearly all actives have a fitted effect of over 55% in size
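Fluorescence dequenching readout, ex 525 nm/em 598 nm, kinetic mode: forked duplex DNA (100 nM final) with adjacent fluorophore and quencher unwound by WRN (20 nM final) with 2 mM ATP. Compound preincubation 15 min, room temperature.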
* hit, by the source's call; ? = inconclusive; . = no result given; & = joins results of further samples; [ ] = remark or other dose. Unless noted, calls come from the whole dose curve; as a rule, active = well fitted curve in the direction sought with a large enough effect; inconclusive = small, poorly fitted or top-dose-only effect, or another doubt; inactive = no such curve, though single readings can be large; an effect the other way counts as inactive or inconclusive. These rows are one share of the data; the hit share may differ from the screen's.

SMILES | EPAC2 agonist | CCT modulator | EPAC1 antag | IL-2 act | EPAC1 agonist | PLK1 PBD block | PI5P4K alpha inh | WRN inhibitor
Cc1nc(NS(=O)(=O)c2cccc([N+](=O)[O-])c2)sc1C(C)(C)C | 10% | -1.8 | -12% | -0.6 | 1% | -15% | -4 | -5%
Cc1ccc(-c2nnc3ccc(SC(C)C(=O)O)nn23)cc1 (stereo unspecified) | 7% | -2.2 | -5% | -1.5 | -1% | ? | ? | -7%
O=C(Cn1ccc([N+](=O)[O-])n1)NCc1nc2ccccc2[nH]1 | 7% | -4.6 | 20% | -1.3 | 1% | -4% | 1 | 1%
CCc1ccc(NC(=O)Nc2ccon2)cc1 | 7% | 1.8 | -1% | -0.2 | 10% | -5% | 0 | -3%
COc1ccc2c(c1[N+](=O)[O-])CCC/C2=N/OC(=O)c1ccccc1SC | -1% | -2.2 | 9% | 0.2 | 11% | -9% | -5 | -3%[57.1 µM]
COc1ccc(C(=O)N2CCN(Cc3ccccc3[N+](=O)[O-])CC2)cc1 | 13% | -1.6 | 10% | 1.0 | 15% | -5% | -9 | 0%
Cc1sc2ncn(CC(=O)N3CCC(C(N)=O)CC3)c(=O)c2c1S(=O)(=O)N1CCOCC1 | 12% | -5.8 | 4% | 1.8 | 11% | -8% | 0 | 8%
O=C(Nc1c(-c2ccccc2)nc2ccc(Cl)cn12)c1cccs1 | 10% | -0.7 | -1% | 0.4 | 5% | ? | -4 | -19%
CC(C)(C)C1CCC(C(=O)OCC(=O)Nc2ccc3[nH]c(=O)[nH]c3c2)CC1 (stereo unspecified) | 2% | 1.0 | -22% | -1.5 | -9% | 2% | -1 | -29%
CN1CCN(S(=O)(=O)c2cccc(C(=O)NCc3ccc(Cl)cc3)c2)CC1 | -1% | 0.7 | 2% | 2.9 | -3% | -1% | 3 | 3%
CC1(C(=O)NS(=O)(=O)c2cccc(Cl)c2)CCN1C(=O)Cc1ccc(-c2ccccc2)cc1 (stereo unspecified) | 16% | -1.2 | -10% | 0.4 | -5% | -14% | 2 | -10%
O=C(Nc1ccc(F)cc1)C(c1cccc(F)c1)N1CCN(Cc2c(F)cccc2Cl)CC1 (stereo unspecified) | 4% | . | 1% | -0.7 | 0% | 2% | 18 | -5%
C[C@@H]1NC(=O)[C@H](CC(N)=O)NC(=O)c2cc([N+](=O)[O-])cc(I)c2OCC[C@@H](C(=O)NC(CC(=O)O)C(N)=O)NC1=O (stereo partly specified) | 3% | 2.1 | 15% | -0.6 | 14% | -19% | -12 | -12%
CCN(CC(=O)NCc1cccs1)S(=O)(=O)c1cccc(C(C)=O)c1 | 1% | -0.3 | 9% | -4.8 | -1% | -21% | -4 | -3%
CC(=O)Oc1ccc(C2OC(=O)c3ccccc3N2C(C)=O)cc1 (stereo unspecified) | 4% | -0.9 | -6% | 1.8 | 15% | -3% | . | -2%
CCCCCCCCn1c2c(c(=N)c3ccccc31)CCC2 | 6% | -1.4 | -8% | -1.0 | 8% | -5% | 1 | 7%
O=c1[nH]c2cnn(-c3ccccc3)c2c(=O)n1O | 8% | 1.6 | 10% | 0.9 | -3% | -8% | -3 | 8%[11.6 µM]
C1CN(c2nc3nonc3n3nnnc23)CCO1 | 7% | -2.2 | -13% | -1.4 | 8% | 2% | -2 | -1%
CC(C)(C)N(Cc1ccccc1)C(=O)COC(=O)C1CCN(c2ccc(C(F)(F)F)cn2)CC1 | 1% | 0.0 | -16% | -0.3 | -4% | -3% | -1 | -12%
Cc1nc(NC(=O)c2cc3ccccc3o2)ccc1Br | 7% | -0.8 | -19% | -2.5 | 1% | -3% | 1 | 4%

Another view of part of the listing above:
SMILES	EPAC2 agonist	CCT modulator	EPAC1 antag	IL-2 act	EPAC1 agonist	PLK1 PBD block	PI5P4K alpha inh	WRN inhibitor
Cc1nc(NS(=O)(=O)c2cccc([N+](=O)[O-])c2)sc1C(C)(C)C	10%	-1.8	-12%	-0.6	1%	-15%	-4	-5%
Cc1ccc(-c2nnc3ccc(SC(C)C(=O)O)nn23)cc1 (stereo unspecified)	7%	-2.2	-5%	-1.5	-1%	?	?	-7%
O=C(Cn1ccc([N+](=O)[O-])n1)NCc1nc2ccccc2[nH]1	7%	-4.6	20%	-1.3	1%	-4%	1	1%
CCc1ccc(NC(=O)Nc2ccon2)cc1	7%	1.8	-1%	-0.2	10%	-5%	0	-3%
COc1ccc2c(c1[N+](=O)[O-])CCC/C2=N/OC(=O)c1ccccc1SC	-1%	-2.2	9%	0.2	11%	-9%	-5	-3%[57.1 µM]
COc1ccc(C(=O)N2CCN(Cc3ccccc3[N+](=O)[O-])CC2)cc1	13%	-1.6	10%	1.0	15%	-5%	-9	0%
Cc1sc2ncn(CC(=O)N3CCC(C(N)=O)CC3)c(=O)c2c1S(=O)(=O)N1CCOCC1	12%	-5.8	4%	1.8	11%	-8%	0	8%
O=C(Nc1c(-c2ccccc2)nc2ccc(Cl)cn12)c1cccs1	10%	-0.7	-1%	0.4	5%	?	-4	-19%

(cont.)
SMILES | EPAC2 agonist | CCT modulator | EPAC1 antag | IL-2 act | EPAC1 agonist | PLK1 PBD block | PI5P4K alpha inh | WRN inhibitor
CN(CC(=O)Nc1ccc(F)cc1)C(=O)COC(=O)CN1C(=O)NC2(CCCC2)C1=O | -1% | 0.9 | -16% | -3.7 | -3% | -7% | 7 | -25%
COc1ccc(NS(=O)(=O)c2ccc(NC(=S)NC(=O)c3cccnc3)cc2)nn1 | 3% | -0.4 | -13% | 0.2 | -5% | ? | -5 | 7%[57.1 µM]
CC(=O)Nc1cc(C(=O)OCC(=O)c2ccc(Cl)cc2Cl)ccc1C | -7% | -0.8 | 11% | 0.7 | -9% | 0% | . | 9%
O=S(=O)(c1ccccc1)N1CCC(n2cnc3ccccc32)CC1 | 8% | 1.1 | 1% | 1.9 | 5% | 7% | -9 | 5%
O=C(O)C1CCN(c2c([N+](=O)[O-])cc(C(F)(F)F)cc2[N+](=O)[O-])CC1 | 0% | -0.5 | -11% | -1.0 | 11% | -3% | -1 | 8%
CCOC(=O)c1c(C)nc2c(c1-c1cc(OC)ccc1OC)C(=O)CC(C)(C)C2 | 12% | -3.0 | -4% | 0.3 | -8% | -9% | 0 | 3%
COc1ccc(NC(=O)C2CCC(CNc3c(N4CCCCC4)c(=O)c3=O)CC2)cc1OC (stereo unspecified) | -1%&2% | -1.0&1.2 | -8%&-9% | 0.3&5.5 | 3%&-18% | 1%&-8% | 0&-5 | -4%&-3%
O=C(Nc1ccccc1Cl)OC1CCCCC1 | 9% | -0.3 | -10% | -2.2 | -1% | -5% | 23 | -11%
Cc1occc1C(=O)N1CCCC(CO)(Cc2ccc(F)cc2F)C1 (stereo unspecified) | -9% | -0.4 | -4% | -1.4 | -2% | -4% | -8 | -4%
COc1cc(C(=O)N(C)CCOc2ccccc2)ccc1OCC(=O)Nc1cccc(C(F)(F)F)c1 | -10% | -0.4 | ? | -1.1 | ? | -4% | -8 | -18%
c1ccc(-c2ccccc2OCCOCCN2CCNCC2)cc1 | 19% | -1.0 | 9% | 0.7 | 14% | -13% | -1 | -20%[57.1 µM]
N#CC1=C(N)Oc2n[nH]c(-c3cccs3)c2C1c1ccoc1 (stereo unspecified) | 9% | -3.0 | -26% | -0.5 | 6% | 3.8µM* | -55* | 45µM*
CC1CCN(c2c(NCc3ccc(C(=O)NCc4ccco4)cc3)c(=O)c2=O)CC1 | -1% | 0.2 | 6% | 2.7 | 8% | ? | 1 | 8%
O=C(COC(=O)c1n[nH]c2ccccc12)Nc1ccc(S(=O)(=O)N2CCCC2)cc1 | 8% | -3.1 | 2% | -3.4 | 12% | -4% | -12 | -11%
O=C1CCNCCN1[C@H](CO)Cc1ccccc1 | 11% | 0.1 | -6% | 0.0 | 6% | -4% | 1 | -9%
Cc1cccc(OCC(=O)N2CCOCC2)c1 | 3% | 0.0 | 2% | 1.2 | 10% | 2% | -4 | -10%
Cc1cc(C)n2nc(-c3ccsc3-n3c(C)ccc3C)cc2n1 | 16% | -0.9 | -1% | 2.8 | 3% | -23% | -2 | -10%
Nc1nccc(NCCSCc2ccccc2)n1 | 3% | -2.3 | -1% | -0.6 | -3% | 10% | 2 | 7%
O=C(N=C1SC2CS(=O)(=O)CC2N1Cc1ccccc1Cl)C1CC1 (stereo unspecified) | -1% | -0.3 | -13% | 1.1 | -14% | -1% | 0 | 9%
Nc1ccc(-c2nc3ncccc3o2)c(Cl)c1 | 7% | -0.2 | 13% | 1.1 | 2% | -17% | 0 | -5%
CCCN(C(=S)Nc1ccccc1)C1CCS(=O)(=O)C1 (stereo unspecified) | 7% | 1.8 | 9% | -3.4 | -5% | -8% | -2 | 13%
CCN1CCN(C(=O)CS(=O)(=O)Cc2nc(-c3ccc(C)cc3)oc2C)CC1 | -3% | -3.1 | -13% | -2.4 | 2% | 8% | 11 | 1%
COC(=O)c1cn(NC(=O)Cc2ccc(Cl)c(Cl)c2)c(=O)c2ccccc12 | -6% | 1.6 | 21% | -0.4 | -8% | 2% | 6 | -17%[57.1 µM]
CCc1nc2sc(C(C)=O)c(N)c2c2c1CCCC2 | 9% | -2.4 | -27% | 0.6 | 3% | -16% | -2 | -5%
O=C(NCc1cccs1)C1CCN(S(=O)(=O)c2ccc(Br)s2)CC1 | 10% | -2.3 | -7% | 4.2 | -4% | -12% | 0 | -1%
C=CCN1CC2CC3(COc4cc(C)cc(C)c4)C=CC2(O3)C1=O (stereo unspecified) | 9% | -3.8 | -1% | 0.5 | -6% | 2% | 9 | -1%
CC(C(=O)NCCN1CCOCC1)(c1ccccc1)c1ccccc1 | 14% | -2.7 | -28% | 4.3 | 12% | -3% | 0 | 3%
O=C(CS(=O)(=O)Cc1ccccc1)Nc1ncccn1 | -5% | -1.3 | 14% | 2.0 | 0% | 4% | 0 | 6%
C/C(CCC(C)C)=N\Nc1cc(C)c2ccccc2n1 | 10% | -3.4 | 13% | 1.1 | 3% | 4% | -4 | 5%
